High-throughput results as filed in PubChem BioAssay.
TWEAK-Fn14 inh = inhibitors of TWEAK-Fn14 signaling, primary screen, luciferase reporter cells, uHTS. TWEAK-stimulated Fn14 reporter cells, luciferase luminescence, 8 h. inhibition, % at 10 µM. 360,000 tested, 2% active; in the data active = inhibition above about 50%
TROY NFkB inh = inhibitors of TROY-driven NF-kB signaling, primary screen, Q293 LMP1-TROYcd cells, NF-kB luciferase, uHTS; Q293 LMP1-TROYcd NF-kB luciferase reporter, 4 h; inhibition, % at 10 µM; 360,000 tested, 0.98% active;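 active = compounds whose plate-normalised and pattern-corrected inhibition of the luciferase reporter signal at the single screening dose is 50% or more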
COUP-TFII inh = NR2F2 transcriptional activity inhibitors, primary screen, cell-based, luciferase reporter, HEK293T, luminescence | COUP transcription factor 2 (Homo sapiens), P24468 | HEK293T NGFI-A luciferase reporter | inhibition, % at 8.6 µM | 370,000 tested, 0.7% active | AID 686940, 2013;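 active = inhibition above a per-plate cutoff, mean inhibition of test wells between control levels plus 3 SD, cut at about 38% in these data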;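 note: cells cotransfected with COUP-TFII expression vector driving the NGFI-A reporter; 0% = median of COUP-TF2 test wells and 100% = reporter-only cells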
ABHD5 PLIN5 PPI = ABHD5-PLIN5 interaction inhibitors, primary screen, cell lysate, split luciferase complementation, luminescence | 360,000 tested, 0.78% active | AID 602281, 2012 | Perilipin-5 (Homo sapiens) + 1-acylglycerol-3-phosphate O-acyltransferase ABHD5 (Homo … | Split G. princeps luciferase complementation, 4 h | inhibition, % at 4 µM;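 active = inhibition above the mean inhibition across every tested compound plus 3 SD, cut at about 22% in these data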;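 note: 0% = DMSO only wells and the 100% control is not disclosed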
NCOA1 inh = SRC1 coactivator transcriptional activity inhibitors, primary screen, cell-based, luminescence | AID 588354, 2011 | inhibition, % at 3.6 µM | Nuclear receptor coactivator 1 (Homo sapiens), Q15788 | 360,000 tested, 0.12% active | HEK293 GAL4-SRC1 luciferase reporter;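 active = inhibition above the campaign mean plus 3 SD, with each screening campaign given its own cutoff, cut at about 60% in these data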;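 note: 0% = DMSO treated cells and 100% = gossypol at 36 µM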
NOD2 RIPK2 PPI = NOD2-RIPK2 binding disruptors in cells, primary screen, fluorescence, CHO cells, BLA complementation | 360,000 tested, 0.38% active | inhibition, % at 4.98 µM | AID 624267, 2012 | CCF4 ratio; in the data active = inhibition above about 21%;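 note: 0% = vehicle only and 100% = reference blocker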
Target sequence (O43353 whole entry, looked up): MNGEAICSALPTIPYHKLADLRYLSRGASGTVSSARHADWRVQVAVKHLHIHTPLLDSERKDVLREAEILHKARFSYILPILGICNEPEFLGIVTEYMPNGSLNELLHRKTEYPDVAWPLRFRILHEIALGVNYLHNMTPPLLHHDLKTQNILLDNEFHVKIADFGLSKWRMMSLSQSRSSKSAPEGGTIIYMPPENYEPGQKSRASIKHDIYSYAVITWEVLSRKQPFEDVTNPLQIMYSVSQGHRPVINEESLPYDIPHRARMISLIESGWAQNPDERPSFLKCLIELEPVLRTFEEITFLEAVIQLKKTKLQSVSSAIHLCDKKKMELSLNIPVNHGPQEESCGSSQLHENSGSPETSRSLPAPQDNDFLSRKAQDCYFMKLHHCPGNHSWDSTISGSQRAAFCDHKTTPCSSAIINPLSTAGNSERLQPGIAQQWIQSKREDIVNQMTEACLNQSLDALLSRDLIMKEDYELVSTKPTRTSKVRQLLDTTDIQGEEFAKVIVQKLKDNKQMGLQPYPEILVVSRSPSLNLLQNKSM
LRH-1 inv ag = LRH-1 (NR5A2) inverse agonists, primary screen, cell-based, luminescence, HEK293T, StAR-luciferase reporter | Nuclear receptor subfamily 5 group A member 2 (Homo sapiens), O00482 | LRH-1 transfected, 24 h | inhibition, % at 3.6 µM | 360,000 tested, 0.13% active | AID 602396, 2012;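 active = inhibition above the mean inhibition of all tested compounds plus 3 SD, cut at about 73% in these data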;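 note: 0% = DMSO wells and 100% = reporter-only cells lacking LRH-1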
Target sequence (O00482 whole entry, looked up): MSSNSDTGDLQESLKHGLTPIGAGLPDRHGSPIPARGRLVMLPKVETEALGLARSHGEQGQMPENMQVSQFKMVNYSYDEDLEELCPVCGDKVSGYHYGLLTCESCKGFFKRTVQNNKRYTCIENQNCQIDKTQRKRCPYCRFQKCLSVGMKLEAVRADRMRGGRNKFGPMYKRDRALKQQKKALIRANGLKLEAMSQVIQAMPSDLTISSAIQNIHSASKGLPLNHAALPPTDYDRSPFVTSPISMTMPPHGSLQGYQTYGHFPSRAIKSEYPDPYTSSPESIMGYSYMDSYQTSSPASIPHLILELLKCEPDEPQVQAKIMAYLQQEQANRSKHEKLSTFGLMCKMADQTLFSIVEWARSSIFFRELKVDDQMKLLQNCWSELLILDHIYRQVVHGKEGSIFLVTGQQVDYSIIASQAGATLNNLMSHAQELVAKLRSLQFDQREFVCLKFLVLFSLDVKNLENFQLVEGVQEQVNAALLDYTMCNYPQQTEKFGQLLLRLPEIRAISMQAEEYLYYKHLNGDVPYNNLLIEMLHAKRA
TLR9-MyD88 block = inhibitors of TLR9-MyD88 association in cells, primary screen, cell-based, CHO, BLA complementation, fluorescence; AID 504734, 2011; inhibition, % at 4.98 µM; Toll-like receptor 9 (Homo sapiens) + Myeloid differentiation primary response protein …; 340,000 tested, 0.21% active; CCF4 FRET ratio;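 active = inhibition above the mean over all tested compounds plus 3 SD, cut at about 21% in these data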;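 note: 0% = DMSO only wells and 100% = clavulanate BLA inhibitor control wells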
NCOA2 inhibitor = inhibition of GAL4-SRC2 driven luciferase reporter, primary screen, SRC2 inhibitor project, cell-based, luminescence. Nuclear receptor coactivator 2 (Homo sapiens), Q15596. HEK293 GAL4-SRC2 luciferase reporter. inhibition, % at 9 µM. 370,000 tested, 0.17% active. AID 651957, 2012;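 active = inhibition above the mean inhibition of all tested compounds plus 3 SD, set per campaign, cut at about 52% in these data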;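 note: 0% = DMSO treated cells and 100% = cells given Gossypol at 36 µM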
SRC3 inh = SRC3 coactivator transcriptional activity inhibitors, primary screen, cell-based, luminescence | Nuclear receptor coactivator 3 (Homo sapiens), Q9Y6Q9 | HEK293 GAL4-SRC3 luciferase reporter | inhibition, % at 3.6 µM | 360,000 tested, 0.17% active | AID 588352, 2011;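 active = inhibition above a per-campaign cutoff, the mean of all compounds plus 3 SD, cut at about 60% in these data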;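 note: 0% = DMSO-treated cells and 100% = gossypol-treated cells at 36 µM; higher means less SRC3-driven luciferase light from the GAL4 reporter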
Granule exo inh = LAMP-1 surface exposure blockers, TALL-104 cells – cell-based, flow cytometry, MLPCN library, primary screen; AID 651702, 2012; 360,000 tested, 0.66% active; TALL-104 LAMP-1 surface exposure; cells stimulated with thapsigargin and PMA; inhibition, % at 10 µM;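 active = inhibition above about 55%, limit read from the data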
The depositor's hits bear a star. Not all compounds are listed; count on the stated rates, not on these rows.

What do the screens show for `Cc1ccc(C)c(S(=O)(=O)Nc2ccc(S(=O)(=O)Nc3onc(C)c3C)cc2)c1`?
TWEAK-Fn14 inh: -23; TROY NFkB inh: 26; COUP-TFII inh: 7; ABHD5 PLIN5 PPI: 2; NCOA1 inh: -10; NOD2 RIPK2 PPI: -9; LRH-1 inv ag: 22; TLR9-MyD88 block: 2; NCOA2 inhibitor: -17; SRC3 inh: -7; Granule exo inh: -2

Results for CCN(CC)C(=S)SCC(=O)Nc1nc(=O)c2ccccc2s1 ?
TWEAK-Fn14 inh: -15; TROY NFkB inh: 6; COUP-TFII inh: -13; ABHD5 PLIN5 PPI: -28; NCOA1 inh: -17; NOD2 RIPK2 PPI: -5; LRH-1 inv ag: 0; TLR9-MyD88 block: 0; NCOA2 inhibitor: 10; SRC3 inh: -6; Granule exo inh: 1

How did CSCCC(NC(=O)COc1ccccc1)C(=O)N1CC(C)CC(C)C1 (stereo not given) do in these assays?
TWEAK-Fn14 inh: 10; TROY NFkB inh: 0; COUP-TFII inh: 10; ABHD5 PLIN5 PPI: -1; NCOA1 inh: 2; NOD2 RIPK2 PPI: -13; LRH-1 inv ag: 6; TLR9-MyD88 block: -4; NCOA2 inhibitor: -31; SRC3 inh: 13; Granule exo inh: 2

How did Cc1ccc(CN(C)C(=O)CCNS(=O)(=O)c2ccccc2)o1 do in these assays?
TWEAK-Fn14 inh: -2; TROY NFkB inh: -2; COUP-TFII inh: 27; ABHD5 PLIN5 PPI: 5; NCOA1 inh: -19; NOD2 RIPK2 PPI: 0; LRH-1 inv ag: 0; TLR9-MyD88 block: 2; NCOA2 inhibitor: -26; SRC3 inh: -16; Granule exo inh: -1

How did COc1ccc2c(c1)CC[C@@H]1[C@@H]2CC[C@]2(C)[C@@H](C(C)=O)C[C@@H]12 do in these assays?
TWEAK-Fn14 inh: -12; TROY NFkB inh: -23; COUP-TFII inh: -8; ABHD5 PLIN5 PPI: -3; NCOA1 inh: 4; NOD2 RIPK2 PPI: -5; LRH-1 inv ag: -2; TLR9-MyD88 block: -13; NCOA2 inhibitor: -17; SRC3 inh: 10; Granule exo inh: 1

What do the screens show for `CC(Oc1ccc(F)cc1)C(=O)N1CCN(c2ncccn2)CC1` (stereo not given)?
TWEAK-Fn14 inh: -1; TROY NFkB inh: 10; COUP-TFII inh: 1; ABHD5 PLIN5 PPI: -7; NCOA1 inh: -3; NOD2 RIPK2 PPI: -3; LRH-1 inv ag: -9; TLR9-MyD88 block: -4; NCOA2 inhibitor: 3; SRC3 inh: -4; Granule exo inh: 8

Results for CCn1cnc2sc(C(=O)N(Cc3ccc(N(C)C)cc3)Cc3ccco3)c(C)c2c1=O ?
TWEAK-Fn14 inh: 7; TROY NFkB inh: 3; COUP-TFII inh: -1; ABHD5 PLIN5 PPI: 2; NCOA1 inh: 9; NOD2 RIPK2 PPI: 5; LRH-1 inv ag: 7; TLR9-MyD88 block: 1; NCOA2 inhibitor: -10; SRC3 inh: 29; Granule exo inh: 1

How did CC1CC(C)CN(C(=O)C2CC(=O)N(c3ccc4c(c3)OCCO4)C2)C1 (stereo not given) do in these assays?
TWEAK-Fn14 inh: 8; TROY NFkB inh: -4; COUP-TFII inh: -16; ABHD5 PLIN5 PPI: 5; NCOA1 inh: -6; NOD2 RIPK2 PPI: 7; LRH-1 inv ag: -3; TLR9-MyD88 block: -8; NCOA2 inhibitor: -11; SRC3 inh: 9; Granule exo inh: 2

Results for Cc1nn(C)cc1/C=C(/C#N)C(N)=O ?
TWEAK-Fn14 inh: -16; TROY NFkB inh: 4; COUP-TFII inh: 17; ABHD5 PLIN5 PPI: 0; NCOA1 inh: 9; NOD2 RIPK2 PPI: -5; LRH-1 inv ag: -9; TLR9-MyD88 block: -2; NCOA2 inhibitor: 7; SRC3 inh: 5; Granule exo inh: 2

Results for O=C(NCCCCCNC(=O)c1ccccn1)c1ccccn1 ?
TWEAK-Fn14 inh: -11; TROY NFkB inh: -2; COUP-TFII inh: 13; ABHD5 PLIN5 PPI: -3; NCOA1 inh: 6; NOD2 RIPK2 PPI: -2; LRH-1 inv ag: 4; TLR9-MyD88 block: -5; NCOA2 inhibitor: 15; SRC3 inh: 6; Granule exo inh: -4

How did Cc1ccc(CNC(=O)c2ccc(C)s2)cc1 do in these assays?
TWEAK-Fn14 inh: -15; TROY NFkB inh: -24; COUP-TFII inh: -11; ABHD5 PLIN5 PPI: 1; NCOA1 inh: -28; NOD2 RIPK2 PPI: -5; LRH-1 inv ag: -23; TLR9-MyD88 block: 2; NCOA2 inhibitor: -19; SRC3 inh: 6; Granule exo inh: -4

Results for CC12CCC(C(=O)Nc3ccccc3Br)(C/C1=N\O)C2(C)C (stereo not given) ?
TWEAK-Fn14 inh: 7; TROY NFkB inh: 0; COUP-TFII inh: 24; ABHD5 PLIN5 PPI: -5; NCOA1 inh: -78; NOD2 RIPK2 PPI: -2; LRH-1 inv ag: 22; TLR9-MyD88 block: -6; NCOA2 inhibitor: -7; SRC3 inh: 12; Granule exo inh: -2

What do the screens show for `COCCCN(C(=S)Nc1ccc(C)cc1Cl)C(C)c1ccncc1` (stereo not given)?
TWEAK-Fn14 inh: -27; TROY NFkB inh: 5; COUP-TFII inh: -3; ABHD5 PLIN5 PPI: 3; NCOA1 inh: 8; NOD2 RIPK2 PPI: -1; LRH-1 inv ag: -18; TLR9-MyD88 block: -14; NCOA2 inhibitor: 21; SRC3 inh: 7; Granule exo inh: -2

How did COC(=O)[C@H]1C[C@H](OC(=O)NCc2ccccc2)[C@@]2(O)CN(S(=O)(=O)c3ccc(C)cc3)CC2[C@H]1C(=O)OC (stereo not given in full) do in these assays?
TWEAK-Fn14 inh: 8; TROY NFkB inh: 11; COUP-TFII inh: -11; ABHD5 PLIN5 PPI: -5; NCOA1 inh: 5; NOD2 RIPK2 PPI: -10; LRH-1 inv ag: -15; TLR9-MyD88 block: 1; NCOA2 inhibitor: 4; SRC3 inh: 9; Granule exo inh: 0

Results for Nc1cc(=O)nc(SCC(=O)NC2CCCCC2)n1-c1ccccc1 ?
TWEAK-Fn14 inh: -4; TROY NFkB inh: -11; COUP-TFII inh: 4; ABHD5 PLIN5 PPI: 0; NCOA1 inh: 8; NOD2 RIPK2 PPI: -8; LRH-1 inv ag: -1; TLR9-MyD88 block: -4; NCOA2 inhibitor: 6; SRC3 inh: 8; Granule exo inh: 7

What do the screens show for `NSc1nc(N)c2nc(-c3ccccc3)c(-c3ccccc3)nc2n1`?
TWEAK-Fn14 inh: 30; TROY NFkB inh: 14; COUP-TFII inh: 24; ABHD5 PLIN5 PPI: 3; NCOA1 inh: 1; NOD2 RIPK2 PPI: -13; LRH-1 inv ag: -14; TLR9-MyD88 block: -9; NCOA2 inhibitor: 10; SRC3 inh: -8; Granule exo inh: 6

What do the screens show for `CN(c1ccc(OCC(=O)Nc2nc3ccccc3s2)cc1)S(=O)(=O)c1ccccc1`?
TWEAK-Fn14 inh: 41; TROY NFkB inh: 51*; COUP-TFII inh: -5; ABHD5 PLIN5 PPI: -1; NCOA1 inh: -12; NOD2 RIPK2 PPI: 3; LRH-1 inv ag: 9; TLR9-MyD88 block: 2; NCOA2 inhibitor: -7; SRC3 inh: 10; Granule exo inh: 0

Results for O=C(CSc1ccc(-c2cccnc2)nn1)N1CCCCCC1 ?
TWEAK-Fn14 inh: 5; TROY NFkB inh: -20; COUP-TFII inh: 6; ABHD5 PLIN5 PPI: 7; NCOA1 inh: -4; NOD2 RIPK2 PPI: -10; LRH-1 inv ag: -6; TLR9-MyD88 block: -12; NCOA2 inhibitor: 9; SRC3 inh: 16; Granule exo inh: -3

How did COc1ccc(C(=O)NC2CCN(CC(=O)NCc3ccccc3F)CC2)cc1 do in these assays?
TWEAK-Fn14 inh: -14; TROY NFkB inh: -10; COUP-TFII inh: -8; ABHD5 PLIN5 PPI: -1; NCOA1 inh: 12; NOD2 RIPK2 PPI: -5; LRH-1 inv ag: 10; TLR9-MyD88 block: 3; NCOA2 inhibitor: 6; SRC3 inh: 1; Granule exo inh: 4

What do the screens show for `CCOC(=O)CSc1nc2cc3c(cc2cc1CC)OCCO3`?
TWEAK-Fn14 inh: -19; TROY NFkB inh: -13; COUP-TFII inh: -1; ABHD5 PLIN5 PPI: 0; NCOA1 inh: 1; NOD2 RIPK2 PPI: 2; LRH-1 inv ag: -6; TLR9-MyD88 block: -4; NCOA2 inhibitor: 8; SRC3 inh: 1; Granule exo inh: 5

Results for CC(=O)Nc1ccc(NC(=O)CSc2nc3ccccc3nc2N2CCCCC2)cc1 ?
TWEAK-Fn14 inh: -8; TROY NFkB inh: -73; COUP-TFII inh: -2; ABHD5 PLIN5 PPI: 8; NCOA1 inh: -9; NOD2 RIPK2 PPI: -13; LRH-1 inv ag: 0; TLR9-MyD88 block: -6; NCOA2 inhibitor: -9; SRC3 inh: 3; Granule exo inh: -5

What do the screens show for `CCOC(=O)CNc1c(N2CCN(c3ccccn3)CC2)c(=O)c1=O`?
TWEAK-Fn14 inh: 0; TROY NFkB inh: -11; COUP-TFII inh: -4; ABHD5 PLIN5 PPI: 1; NCOA1 inh: -15; NOD2 RIPK2 PPI: -2; LRH-1 inv ag: -4; TLR9-MyD88 block: 1; NCOA2 inhibitor: 0; SRC3 inh: 4; Granule exo inh: -11

Results for CCOC(=O)COc1ccc(C(=O)Nc2cccc(Cl)c2C)cc1 ?
TWEAK-Fn14 inh: -4; TROY NFkB inh: -4; COUP-TFII inh: -15; ABHD5 PLIN5 PPI: -2; NCOA1 inh: 13; NOD2 RIPK2 PPI: -4; LRH-1 inv ag: 2; TLR9-MyD88 block: -6; NCOA2 inhibitor: -22; SRC3 inh: 6; Granule exo inh: 5

How did CCc1cc(C(=O)c2ccc(OC)cc2)c(NC(=O)CN2CCCCC2)s1 do in these assays?
TWEAK-Fn14 inh: -11; TROY NFkB inh: 11; COUP-TFII inh: -2; ABHD5 PLIN5 PPI: -3; NCOA1 inh: -4; NOD2 RIPK2 PPI: 3; LRH-1 inv ag: 10; TLR9-MyD88 block: -6; NCOA2 inhibitor: -9; SRC3 inh: 10; Granule exo inh: -3

Results for CN(C(=O)c1cccc(S(=O)(=O)N2CCOCC2)c1)c1c(N)n(Cc2ccccc2)c(=O)[nH]c1=O ?
TWEAK-Fn14 inh: 7; TROY NFkB inh: -7; COUP-TFII inh: -20; ABHD5 PLIN5 PPI: 13; NCOA1 inh: -10; NOD2 RIPK2 PPI: -11; LRH-1 inv ag: -10; TLR9-MyD88 block: 1; NCOA2 inhibitor: -6; SRC3 inh: -28; Granule exo inh: -3
